Assay outcomes deposited in PubChem BioAssay by National Center for Advancing Translational Sciences (NCATS).
D1 antag – Antagonist of Human D 1 Dopamine Receptor: qHTS. AID 504652, 2011. activity change, negative = inhibition, % at 10 µM. 3.2% of 360,000 active. D(1A) dopamine receptor (Homo sapiens), P21728. HEK293 TREx D1 cells, calcium flux, dopamine EC80; active compounds read low; in the data active = activity change below about -30%; also: % is scaled to controls: 0 for no effect and ±100 for the full control effect
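After overnight tetracycline induction at 30 C, force-coupled D1 HEK293 cells took up a no-wash calcium dye at room temperature. Compounds were added and monitored 180 s, and the response to EC80 dopamine was then recorded.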
D2 PAM – HTS Assay for Positive Allosteric Modulators of the Human D2 Dopamine Receptor: Primary Screen for Potentiators; D(2) dopamine receptor (Homo sapiens), P14416; HEK293 T-REx D2, calcium flux, EC20 dopamine potentiation; potentiation, % at 10 µM; 0.34% of 340,000 active; AID 485347, 2010;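 active = potentiation over 3 SD above the plate norm, cut at about 30% in these data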; also: 0% is about no effect
Target sequence (P14416 whole entry, looked up): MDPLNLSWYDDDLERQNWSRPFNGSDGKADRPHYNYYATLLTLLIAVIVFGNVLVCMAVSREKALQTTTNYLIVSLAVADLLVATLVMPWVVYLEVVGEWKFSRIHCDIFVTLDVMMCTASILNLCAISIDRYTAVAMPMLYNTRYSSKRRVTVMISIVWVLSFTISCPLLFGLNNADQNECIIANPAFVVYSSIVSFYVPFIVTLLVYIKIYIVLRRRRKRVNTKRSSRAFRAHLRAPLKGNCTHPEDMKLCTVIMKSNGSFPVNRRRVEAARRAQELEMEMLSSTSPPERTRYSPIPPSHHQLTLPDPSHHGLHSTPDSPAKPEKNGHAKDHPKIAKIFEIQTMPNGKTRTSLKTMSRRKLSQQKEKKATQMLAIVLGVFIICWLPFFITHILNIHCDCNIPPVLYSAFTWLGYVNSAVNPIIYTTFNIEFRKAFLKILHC
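Primary screen. Calcium kinetics in induced HEK293 T-REx D2 cells: compound pre-addition 180 s, EC20 dopamine, 180 s more.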
RXFP1 agonist – qHTS Assay for Agonists of the Relaxin Receptor RXFP1 | Relaxin receptor 1 (Homo sapiens), Q9HBX9 | HEK293T-RXFP1 cAMP TR-FRET, 30 min; response scale: percent of porcine relaxin response, buffer zero | Potency, µM (doses to about 57.5 µM), for inactives: at the top dose activation, actives largely listed as activators | 0.3% of 370,000 active | AID 2676, 2010; active = well fitted activation curve with a large enough effect; inconclusive = small, poorly fitted or top-dose-only effect; also: potency is read from the fitted curve at half-maximal effect; % is scaled to controls: 0 for no effect and ±100 for the full control effect; nearly all actives have a fitted effect of over 60% in size; many of its hits are not listed in these tables
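cAMP rise read by TR-FRET after 30 min, 37C compound exposure (up to 58 uM) in RXFP1-transfected HEK293 cells with Ro 20174 present. EC50 from Hill-equation fits, with 29 nM porcine relaxin as 100% and buffer as basal.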
D2 antagonist – HTS Assay for Allosteric Antagonists of the Human D2 Dopamine Receptor: Primary Screen for Antagonists; D(2) dopamine receptor (Homo sapiens), P14416; HEK293 TREx D2 cells, calcium flux, dopamine EC80; inhibition, % at 10 µM; 2% of 340,000 active; AID 485344, 2010; in the data active = inhibition above about 30%; also: 0% is about no effect
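Inhibition of EC80 dopamine-driven calcium flux, recorded kinetically, defines activity here; cells are a tetracycline-induced HEK293 T-REx line expressing force-coupled D2.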
RXFP1 antagonist – qHTS Assay for Antagonists of the Relaxin Receptor RXFP1; activity change, negative = inhibition, % at 57.5 µM; 0.59% of 350,000 active; AID 1259400, 2018; HEK293-RXFP1, relaxin-stimulated cAMP HTRF, 30 min; active compounds read low; Relaxin receptor 1 (Homo sapiens), Q9HBX9;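 active = activity change of -60% or lower, but not beyond a set lower limit; inconclusive = change between -60% and -40%, or beyond the set limit; inactive = change above -40%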; also: % is scaled to controls: 0 for no effect and ±100 for the full control effect
TRHR enhancer – qHTS for Small Molecule Agonists and Allosteric Enhancers of Human TRH Receptor: Primary Screen for Enhancers. 0.66% of 360,000 active. AID 493056, 2011. Thyrotropin-releasing hormone receptor (Homo sapiens), P34981. enhancement, % at 2 µM. TRHR cells, fluo-8 calcium fluorescence, EC20 TRH enhancement; in the data active = enhancement above about 30%; also: 0% is about no effect
Target sequence (P34981 whole entry, looked up): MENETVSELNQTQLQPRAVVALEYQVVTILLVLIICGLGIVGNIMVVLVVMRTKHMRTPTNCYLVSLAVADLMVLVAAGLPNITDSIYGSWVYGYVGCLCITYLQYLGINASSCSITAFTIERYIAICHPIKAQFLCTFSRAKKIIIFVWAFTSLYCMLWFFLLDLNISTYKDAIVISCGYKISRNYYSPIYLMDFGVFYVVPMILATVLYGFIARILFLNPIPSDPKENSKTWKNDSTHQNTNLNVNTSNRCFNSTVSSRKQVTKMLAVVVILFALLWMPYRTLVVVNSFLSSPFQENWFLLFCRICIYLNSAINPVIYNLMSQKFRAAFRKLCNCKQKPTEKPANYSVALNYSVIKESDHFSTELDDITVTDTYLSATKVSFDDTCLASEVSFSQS
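Enhancer read-out: after compound pinning and an initial kinetic agonist-mode read, an EC20 of TRH (10 nM final) was injected and fluo-8 calcium signal (Ex 480/Em 530) followed at 1 s/cycle for 100 cycles in TRHR-expressing cells.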
D1 agonist – Allosteric Agonists of the Human D1 Dopamine Receptor: qHTS; D(1A) dopamine receptor (Homo sapiens), P21728; HEK293 T-REx D1 cells, calcium flux, agonist mode; activation, % at 2 µM; 1% of 360,000 active; in the data active = activation above about 30%; also: 0% is about no effect
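Tetracycline-induced HEK293 TREx D1 cells, force-coupled to calcium signalling, were dye-loaded with a no-wash calcium kit. Compound was pin-added after a 10 s baseline. Fluorescence was read kinetically at 1 cycle/s for 180 s, with calcium rises flagged as agonism.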
D2 agonist – HTS Assay for Allosteric Agonists of the Human D2 Dopamine Receptor: Primary Screen for Agonists; D(2) dopamine receptor (Homo sapiens), P14416; AID 485358, 2010; activation, % at 2 µM; 0.53% of 340,000 active; HEK293 T-REx D2 cells, calcium flux agonist mode;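 active = activation over 3 SD above normal in the single-dose calcium agonist read, cut at about 30% in these data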; also: 0% is about no effect
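Calcium-flux readout, 1 cycle/sec over 180 s following compound pin transfer, in inducible HEK293 Trex D2 cells (force-coupled); dopamine controls included. Positive calcium responses during this window marked compounds as potential agonists.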
D1 potentiator – Potentiators of Human D1 Dopamine Receptor: qHTS; HEK293 TREx D1 cells, calcium flux, dopamine EC20 potentiation; potentiation, % at 10 µM; 0.036% of 360,000 active; AID 504651, 2011; in the data active = potentiation above about 30%; also: 0% is about no effect
Starred values were filed as active, the others as inactive; u = inconclusive; x = not tested or not shown.

molecule | D1 antag | RXFP1 agonist | TRHR enhancer | D1 potentiator | D1 agonist | D2 agonist | D2 PAM | RXFP1 antagonist | D2 antagonist
CC(C)(C)OC(=O)N1CCC(CNC(=O)c2cccs2)CC1 | 9 | -0.5% | -2 | -4 | 2 | -1.3 | -3 | -11 | 1
CCOC(=O)c1ccc(NCc2nc3ccccc3n2C)cc1 | 4 | 1.7% | 1 | 1 | 6 | -0.6 | 10 | -4 | -5
C=CCN(C(=O)c1csnn1)C(C(=O)NC1CCCCC1)c1ccc(F)cc1 (stereo not given) | 16 | 2.9% | 3 | -10 | 2 | 1.3 | -10 | 2 | 20
CCOc1ccc(CCNC(=O)Cn2c(C)c3cnn(-c4ccccc4)c(=O)c3c2C)cc1 | -4 | 0.0% | 6 | -1 | -2 | -0.2 | -4 | x | x
NC(=S)N/N=C/c1c(O)c(Br)cc2oc3c(c12)CCCC3 | -2 | 2.9% | -8 | 0 | 0 | 0.7 | 0 | 5 | -3
NCCCN1CCOCC1 | 1 | 0.6% | -3 | -3 | 3 | -1.1 | -5 | -3 | -25
CC(=O)c1c(C)[nH]c(C(=O)Nc2cccc(C(F)(F)F)c2)c1C | -33* | -0.2% | -11 | -10 | 14 | 0.5 | -9 | -1 | -18
Cc1ccccc1N1C(=O)c2ccccc2C1O (stereo not given) | 8 | -3.2% | 12 | 1 | 2 | -1.2 | 4 | -1 | -5
O=C(NC1CCCc2c1cnn2-c1cc(F)cc(F)c1)c1ccc[n+]([O-])c1 (stereo not given) | 4 | 0.1% | 2 | -1 | 0 | 0.6 | 0 | -13 | -3
Cc1csc(SCC(=O)Nc2nccs2)n1 | -17 | 0.5% | 2 | -12 | 2 | 0.3 | 0 | -1 | 11
Cc1cc2cc(CCNS(=O)(=O)c3ccc(Br)cc3)c(=O)[nH]c2cc1C | 19 | 10% | 3 | 0 | 0 | -0.6 | 1 | x | x
O=C(NNS(=O)(=O)c1ccc(CCCl)cc1)C(O)(c1ccccc1)c1ccccc1 | 15 | 1.1% | 4 | -6 | 6 | 1.3 | 6 | x | 5
COc1cc(/C=N/NC(=O)c2ccc(F)cc2)ccc1OC(=O)c1ccco1 | -11 | -0.8% | 11 | 6 | 2 | -0.1 | 5 | 28 | -5
Cc1c(C(=O)N2CCOCC2)oc2ccc(S(=O)(=O)N3CCCCCC3)cc12 | 0 | 1.5% | 1 | 1 | 2 | -0.7 | -4 | -9 | 1
CN(C)S(=O)(=O)c1cccc(-c2nnc(SCCNCCO)n2-c2ccc(F)cc2)c1 | 2 | -0.3% | 2 | 0 | 2 | -0.9 | 26 | -7 | -2
Cc1ccc(C)c(C2NC(=O)c3ccccc3N2)c1 (stereo not given) | -24 | -0.3% | 37* | -1 | 0 | 0.1 | 10 | -2 | -8
COc1ccc(-c2nc3sc(CCNS(=O)(=O)c4ccc(F)c(C)c4)c(C)n3n2)cc1 | x | 2.5% | -3 | -1 | 4 | 0.0 | 10 | 1 | x
CCC(C)(C)n1nnnc1CN(Cc1ccco1)Cc1cc2cc3c(cc2[nH]c1=O)OCO3 | 14 | 0.2% | 6 | 4 | 4 | -0.2 | 5 | -9 | -16
CN(C)c1ccc(/C=C2/SC(=O)N(CCN=C3NS(=O)(=O)c4ccccc43)C2=O)cc1 | -16 | -0.3% | -1 | 1 | 40* | 9.9 | 2 | 4 | 8
CCN(CC)S(=O)(=O)c1cccc(-c2cn3cc(C)ccc3n2)c1 | -1 | 2.3% | 9 | -4 | -1 | -0.8 | 6 | -9 | -14
Cc1cccc(N2CCN(c3nc4ccccc4c4nc(-c5cccnc5)nn34)CC2)c1C | -10 | 20% | 1 | -5 | 1 | x | 2 | x | x
COc1ccc(-c2ccc(NS(=O)(=O)c3ccc(NC(C)=O)cc3)cc2)nn1 | -3 | -0.5% | 1 | 0 | 1 | 2.1 | 5 | -10 | x
CC1CCCC(C)N1C(=O)COC(=O)Cc1ccc(Cl)cc1 (stereo not given) | -13 | -3.4% | 0 | -3 | 5 | -0.3 | 2 | -1 | 13
COC(=O)c1ccc(-c2noc(CN3CCCCC3c3nccn3C)n2)cc1 (stereo not given) | -7 | 0.4% | 5 | -5 | 0 | 0.5 | 2 | 2 | 9
COc1ccc(/C=C2\CCc3ccccc3C2=O)cc1O | -7 | 0.1% | 1 | -10 | 4 | -0.8 | -1 | -19 | 4
CCCCCCSc1nc(N)c2c3c(sc2n1)CCCC3C (stereo not given) | 4 | 0.5% | 8 | -1 | 0 | 0.4 | 5 | -24 | x
O=C(CCCN1C(=O)/C(=C\c2ccccc2)SC1=S)Nc1ccc(C(=O)O)cc1 | -7 | 3.9% | 10 | x | 5 | -1.8 | 7 | -17 | -10
COc1cccc(-c2nc(SCC(=O)Nc3nc(-c4ccccc4)c(C)s3)[nH]c(=O)c2C#N)c1 | -2 | 0.3% | 1 | 2 | 8 | -0.6 | -5 | -71* | -16
Nc1ccc(S(=O)(=O)NC2=NCCCCC2)cc1N | 12 | -1.2% | 10 | -5 | 3 | 1.8 | 3 | -5 | 8
Cc1cc(C)c2c(N)c(C(=O)NC3CC3)sc2n1 | 4 | 2.7% | -1 | 0 | 0 | 0.1 | -6 | 11 | -4

Sorted by formula weight (low to high): 3 of the compounds above
molecule | D1 antag | RXFP1 agonist | TRHR enhancer | D1 potentiator | D1 agonist | D2 agonist | D2 PAM | RXFP1 antagonist | D2 antagonist
Cc1ccc(C)c(C2NC(=O)c3ccccc3N2)c1 (stereo not given) | -24 | -0.3% | 37* | -1 | 0 | 0.1 | 10 | -2 | -8
Nc1ccc(S(=O)(=O)NC2=NCCCCC2)cc1N | 12 | -1.2% | 10 | -5 | 3 | 1.8 | 3 | -5 | 8
Cc1cccc(N2CCN(c3nc4ccccc4c4nc(-c5cccnc5)nn34)CC2)c1C | -10 | 20% | 1 | -5 | 1 | x | 2 | x | x

(further entries)
molecule | D1 antag | RXFP1 agonist | TRHR enhancer | D1 potentiator | D1 agonist | D2 agonist | D2 PAM | RXFP1 antagonist | D2 antagonist
COc1cc(/C=N/NC(=O)CNC(=O)c2ccccc2)ccc1OC(=O)c1cccs1 | -19 | 1.5% | 22 | -9 | 1 | -1.0 | 7 | -17 | 13
CCCCCNCc1cccn1C | -5 | 0.0% | 0 | -5 | 1 | -0.1 | -14 | 6 | 10
Cc1ccc(S(=O)(=O)NC(=O)COc2ccc([N+](=O)[O-])cc2)cc1 | 1 | -1.6% | -3 | -3 | 0 | 1.2 | -1 | -17 | -16
COc1cc(CN2CCN(Cc3ccccc3C(F)(F)F)CC2)cc(OC)c1OC | -6 | -1.9% | 5 | -6 | 1 | x | x | -11 | x
NC(=O)CN1CCN(CCN2C(=O)c3cccc4cccc(c34)C2=O)CC1 | 4 | 4.9% | 1 | -2 | 0 | -0.2 | 1 | 10 | -3
Cc1ccccc1C(=O)N1CCC(C(=O)NC2CCCCC2)CC1 | -8 | 0.4% | 10 | 3 | -1 | 0.1 | -12 | 0 | -35
Cc1ccc(C)c(CNC(=O)c2sc3ncnc(N(C)C4CCCCC4)c3c2C)c1 | -5 | u | -3 | -1 | 2 | 0.0 | 6 | 1 | x
CCCc1nn2c(=O)cc(CSCC(=O)Nc3cccc(OC)c3)nc2s1 | 8 | -1.2% | 16 | 6 | 1 | 0.5 | -10 | -9 | 2
O=[N+]([O-])c1ccc(CN2CCC(Cc3ccccc3)CC2)cc1 | -7 | 0.3% | -15 | -8 | 2 | -1.8 | -15 | -11 | -9
CCOc1cc(C(=O)N2CCN(C/C=C/c3ccccc3)CC2)cc(OCC)c1OCC | 8 | 1.0% | 1 | -6 | 2 | 0.2 | 21 | 10 | 3
Cc1cccc(-c2noc(-c3ccc(NCc4cccnc4)c([N+](=O)[O-])c3)n2)c1 | 7 | 5.2% | -1 | 3 | 8 | -0.5 | -3 | x | x
COc1ccc2nc(NC(=O)c3ccccc3C(=O)O)sc2c1 | -19 | -1.7% | -7 | -3 | 2 | 0.0 | -3 | 2 | 17
COc1ccc([N+](=O)[O-])cc1NC(=O)c1ccco1 | 0 | 0.2% | -3 | 0 | 0 | -0.1 | -6 | -3 | 4
COc1ccc(CNS(=O)(=O)c2ccc(S(=O)(=O)N3CCCCC3)cc2)cc1 | -1 | 0.3% | 7 | -3 | 1 | 0.1 | 3 | 15 | 14
CCCNc1ncnc2c1c(-c1ccccc1)cn2-c1ccccc1 | -3 | 2.9% | -4 | 3 | -1 | 0.8 | 12 | 6 | x
CCOC(=O)c1ccc(NC(=O)CSc2nc(N)c(NC(=O)c3ccc(Br)o3)c(=O)[nH]2)cc1 | 7 | -1.2% | 16 | -8 | 2 | 0.1 | 1 | -22 | 2
Cc1cc(C)c(C#N)c(SCSCc2ccccc2)n1 | -4 | 0.0% | 10 | -13 | 17 | -1.4 | 19 | 10 | 5
CSCCC1(C(=O)O)NC(c2ccccc2O)C2C(=O)N(C(C)C)C(=O)C21 (stereo not given) | 0 | -1.0% | 5 | x | 2 | 0.2 | -11 | x | -3
Cc1nn(C)cc1CNC(=O)Nc1cccc(Cl)c1 | 5 | 0.6% | 5 | -4 | 3 | 0.1 | 5 | -6 | 2
Cc1cc(C(=O)NCC2CCCO2)sc1C (stereo not given) | 11 | 1.1% | -2 | -6 | 2 | 0.5 | -4 | 0 | -2
Cc1cc(N(C)NC(=S)Nc2ccccc2)nc(C)n1 | -23 | 4.7% | 0 | 1 | 1 | 1.2 | 7 | x | 4
Cc1cc(C)c(/C=C(\C#N)C(N)=S)c(C)c1 | 8 | 0.9% | -14 | -1 | 17 | 3.6 | -3 | 2 | 84*
CCOCCCNC(=S)N1CCN(Cc2ccco2)CC1 | -10 | 2.1% | -1 | -6 | 0 | 3.3 | 3 | 21 | 12

A portion of the library, so the mix of outcomes need not match the whole.
